GLD-1 RNA inh: GLD-1-TGE RNA interaction inhibition (C. elegans); Q17339; inhibition, % at 5.96 µM; purified GLD-1 + fluorescein TGE RNA, fluorescence polarization; 0.44% of 320,000 active;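 active = percent inhibition above a per-plate cutoff, the plate mean of test compounds plus 3 SD, cut at about 30% in these data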;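 also: 0% = DMSO wells with GLD-1 and probe and 100% = wells lacking GLD-1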
PME-1 inh: blocks human protein phosphatase methylesterase 1. Q9Y570. inhibition, % at 5.9 µM. recombinant PME-1, FP-Rh probe fluorescence polarization. 0.53% of 320,000 active;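 active = inhibition above the campaign mean of all compounds plus 3 SD, cut at about 26% in these data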;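 also: competitive labeling of PME-1 active site by serine hydrolase directed probe; 0% = PME-1 with DMSO and 100% = wells lacking PME-1 enzyme; inhibitors block probe labeling so polarization falls and inhibition rises; many of its hits are not listed in these tables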
GRK2 inh: human GRK2 inhibition via aptamer displacement. inhibition of aptamer binding, % at 10 µM. 0.59% of 330,000 active. P25098. bead flow cytometry, FAM-aptamer displacement from GRK2;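 active = inhibition of aptamer binding above 40%, roughly 3 SD of noise, on plates passing a quality check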;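 also: median bead fluorescence of bound FAM aptamer so fluorescent compounds give negative values; no value below 0 was filed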
Target sequence (P25098 whole entry, looked up): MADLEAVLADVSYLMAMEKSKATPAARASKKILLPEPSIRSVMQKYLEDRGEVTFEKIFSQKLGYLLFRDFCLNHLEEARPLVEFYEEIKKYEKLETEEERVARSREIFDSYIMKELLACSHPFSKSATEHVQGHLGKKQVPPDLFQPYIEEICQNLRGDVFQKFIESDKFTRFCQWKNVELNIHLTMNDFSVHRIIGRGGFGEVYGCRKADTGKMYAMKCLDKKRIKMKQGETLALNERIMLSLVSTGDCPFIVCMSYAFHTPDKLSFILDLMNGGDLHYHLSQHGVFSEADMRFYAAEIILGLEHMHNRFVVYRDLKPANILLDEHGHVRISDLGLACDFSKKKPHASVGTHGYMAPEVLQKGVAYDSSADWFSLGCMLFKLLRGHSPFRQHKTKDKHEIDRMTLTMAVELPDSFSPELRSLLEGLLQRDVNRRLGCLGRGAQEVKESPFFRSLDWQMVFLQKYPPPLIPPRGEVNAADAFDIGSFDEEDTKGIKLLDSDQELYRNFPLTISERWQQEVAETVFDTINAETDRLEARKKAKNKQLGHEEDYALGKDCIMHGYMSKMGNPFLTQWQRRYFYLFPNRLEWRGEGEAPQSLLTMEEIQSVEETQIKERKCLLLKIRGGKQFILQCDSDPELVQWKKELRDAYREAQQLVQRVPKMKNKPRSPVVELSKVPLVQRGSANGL
MEX-5 binding: C. elegans MEX-5 TCR-2 RNA binding activity; activity score (negative = inhibition of binding), % at 10 µM; AID 1832; Q9XUB2; MEX-5/FITC-TCR2 RNA binding, fluorescence polarization; active compounds read low; 0.38% of 300,000 active;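 active = inhibition past about -25% in most replicates, and total fluorescence under double the plate's negative control median, limit read from the data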;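 also: 0% = DMSO and -100% = 5 µM competing unlabeled TCR2 RNA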
VLA-4 inh: inhibition in a human VLA-4 binding assay; VLA-4 expressing cells, ligand binding flow cytometry; inhibition, % (about 7 µM as worked out from the volumes in the protocol); 0.2% of 330,000 active; AID 2557; in the data active = inhibition above about 50%
Fam108B inh: blocks mouse Fam108B hydrolase in RBBP9 counter-screen; inhibition, % at 9.51 µM; AID 1947; recombinant Fam108B, FP-Rh probe fluorescence polarization; 0.33% of 300,000 active;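 active = inhibition above the screen mean inhibition plus 3 SD, computed separately per campaign, cut at about 18% in these data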;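 also: inhibitors lower polarization as less probe binds the enzyme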
Bcl-xL primary: Bcl-xL (human) inhibition. Q07817. GST-Bcl-xL / FITC-Bim BH3 peptide fluorescence polarization. inhibition, % at 10.9 µM. 0.7% of 320,000 active. AID 2129;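 active = inhibition above the mean of all tested compounds plus 3 SD, cutoff set per campaign, cut at about 30% in these data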;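 also: 0% = DMSO wells and 100% = unlabeled Bim-BH3 peptide competitor; inhibitors lower millipolarization by displacing the labeled peptide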
MCL1 BIM primary: inhibitors of human MCL1 binding to BIM-BH3 peptide; GST-MCL1 / FITC-Bim-BH3 fluorescence polarization; 0.68% of 320,000 active; Q07820; inhibition, % at 10.9 µM;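 active = inhibition above the mean inhibition of all tested compounds plus 3 SD, set per campaign, cut at about 40% in these data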;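 also: 0% = DMSO wells and 100% = unlabeled Bim-BH3 peptide control; higher means more loss of mP so more displacement of Bim peptide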
Target sequence (Q07820 whole entry, looked up): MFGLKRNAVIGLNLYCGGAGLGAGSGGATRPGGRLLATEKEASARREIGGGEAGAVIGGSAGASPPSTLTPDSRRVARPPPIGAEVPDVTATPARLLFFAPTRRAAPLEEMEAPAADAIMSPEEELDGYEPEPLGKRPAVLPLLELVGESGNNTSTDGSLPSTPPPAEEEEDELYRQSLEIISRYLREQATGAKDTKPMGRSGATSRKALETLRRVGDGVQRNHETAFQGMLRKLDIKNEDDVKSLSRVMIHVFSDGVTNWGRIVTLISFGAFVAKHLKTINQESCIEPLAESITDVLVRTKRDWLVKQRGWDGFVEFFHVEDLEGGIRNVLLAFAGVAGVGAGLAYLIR
Efflux pump inh: inhibitors of Candida antifungal efflux pumps expressed in yeast; inhibition, % at 10 µM; 0.44% of 330,000 active; AID 485275; S. cerevisiae Candida pump triplex, Nile Red efflux;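 active = plate passing quality check with inhibition over a set limit, or well fluorescence over plate mean plus 4 SD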;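 also: Nile Red retained in pooled yeast measured as flow cytometry median fluorescence; 0% = buffer negative control and 100% = Enniatin B positive control; higher means more Nile Red kept so more efflux inhibition; some compounds called inactive have numbers as strong as hits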
The depositor's hits bear a star; . = not tested or not shown. This is a subset; the hit share may differ from the screen's.

mol,GLD-1 RNA inh,Efflux pump inh,Fam108B inh,Bcl-xL primary,VLA-4 inh,GRK2 inh,MEX-5 binding,MCL1 BIM primary,PME-1 inh
COc1ccc2oc(C(=O)OCC(=O)N3CC(C)OC(C)C3)c(C)c2c1 (stereo not given),3,0.2,-1,4,7,0,2.0,5,6
O=S(=O)(c1ccc(Cl)cc1Cl)n1ccc2cccnc21,0,-0.1,2,6,-3,1,-0.2,4,10
Cc1cc(F)ccc1S(=O)(=O)NCC(c1cccnc1)N1CCc2ccccc21 (stereo not given),-4,-0.4,2,3,-4,0,0.0,0,9
COc1ccc(-c2cc(-c3cc(F)ccc3O)[nH]n2)cc1OC,16,0.2,18,2,.,1,1.1,2,-15
CCCCN(C)CCNC(=S)Nc1ccc2nc(N3CCN(CC)CC3)cc(C)c2c1,0,-0.2,10,7,0,0,-4.1,20,-2
COc1ccc(NC(=O)c2cc(F)cc(F)c2)cc1S(=O)(=O)N1CCCCC1,6,-0.2,.,.,-3,5,.,.,.
Cc1ccc(CSc2nnc3ccc(-c4ccncc4)nn23)cc1,2,0.1,1,10,14,0,0.1,2,2
CCOC(=O)c1c(-c2ccc(C)o2)csc1N,6,-0.1,2,8,-2,1,-3.9,13,1
CC(=O)OC(Cn1nc(C)cc1C)c1ccccc1 (stereo not given),0,-0.1,-1,-4,7,0,1.3,-4,-5
Cc1nnc(SCc2ccon2)n1-c1ccccc1,3,0.1,1,-3,-6,6,-0.5,3,0
CCN(CC)CCNC(=O)C1c2ccccc2C(=O)N(CCOC)C1c1ccc(F)cc1 (stereo not given),-2,0.1,-1,5,24,1,0.7,6,2
O=C(CNc1ccccc1Cl)N/N=C1\CCCc2ccccc21,-5,-0.1,1,3,7,1,-2.0,3,5
O=S(=O)(O)c1cccc(N=Nc2c(O)ccc3ccccc23)c1,-11,0.1,-4,6,2,6,0.3,-2,-6
CC(=NC1CC1)C1=C(O)c2ccccc2C1=O,2,0.1,-4,3,9,0,0.5,-2,-6
Cc1ccc(Cl)cc1N1CCN(C(=O)c2ccc3c(c2)CCN3S(C)(=O)=O)CC1,1,-0.1,0,0,-6,3,0.9,7,1
CCCOc1ccc(-c2cn3ccccc3n2)cc1[N+](=O)[O-],7,-0.3,-1,3,1,1,.,-1,-5
Cc1ccccc1Nc1nc(N)nc(CSc2nnc3sc4ccccc4n23)n1,8,0.0,0,-4,4,1,0.2,-5,2
Cc1ccc(C)c(-n2nnnc2SCC(=O)c2c(N)n(C)c(=O)n(C)c2=O)c1,2,-0.1,-1,-7,10,0,-0.3,-1,4
O=C(NC(=S)NCCN1CCOCC1)c1ccc(Cl)cc1Cl,0,-0.1,4,5,-15,4,3.3,6,1
CCCCNC(=S)N(CCO)Cc1cc2cc3c(cc2[nH]c1=O)OCCO3,3,-0.1,-1,9,20,0,-1.9,9,0
O=C(CN1C(=O)NC2(CCCCC2)C1=O)Nc1ccc(N2CCOCC2)cc1,-8,0.2,-1,1,-2,0,0.6,-7,2
CC(C)c1ccc(C(=O)NCCCc2ccccc2)cc1,6,0.0,2,2,-26,1,1.4,0,-1
O=C(NC1CCCC1)C(=O)c1c[nH]c2ccccc12,7,-0.6,4,4,-10,0,1.1,3,-3
COCCNc1oc(/C=C/c2ccccc2OC)nc1S(=O)(=O)c1ccccc1,-2,0.3,1,8,30,0,2.1,0,2
COc1ccc2nc(N)sc2c1,5,-0.2,2,2,2,3,1.4,-2,3
CN1N=C(c2ccc(F)c(F)c2)CSC1=NCc1ccccc1,-4,-0.1,-4,2,-3,0,0.7,-2,4
Cc1cc(=O)oc2cc(OCC(=O)N3CCC(O)CC3)c(Cl)cc12,5,0.1,-5,3,35,0,2.6,-8,3
NC[C@@H]1O[C@H](C23CC4CC(CC(C4)C2)C3)Cc2c1ccc(O)c2O,2,0.1,-2,-2,40,0,-2.3,13,-4
CC1CCC2(CC1)NC(=O)N(CC(=O)Nc1ccccc1-c1ccccc1)C2=O (stereo not given),9,-0.2,-4,-1,18,1,0.5,5,-10
O=C(c1ccc(S(=O)(=O)Nc2cccc(C(F)(F)F)c2)cc1)N1CCN(c2ccccc2O)CC1,1,0.2,3,0,-5,1,-1.6,4,5
CCC(=O)Nc1c2c(nn1-c1ccc([N+](=O)[O-])cc1)CS(=O)(=O)C2,6,-0.3,1,1,9,0,0.7,-4,2
CC(C)CC(NC(=O)OC(C)(C)C)c1cn([C@@H](Cc2ccc(O)cc2)C(=O)N2CCN(C(=O)OC(C)(C)C)CC2)nn1 (stereo not given in full),8,0.0,5,1,-6,3,-0.9,1,-6
COc1ccc(-c2cn(Cc3ccc(C(=O)NCc4ccc(C)cc4)cc3)c(C(C)N)n2)cc1 (stereo not given),-1,0.0,-4,0,5,1,7.3,4,6
CCC(C)(C)NC(=O)c1sccc1Oc1ccc(F)cc1[N+](=O)[O-],-1,-0.2,1,1,-4,3,-0.5,2,0
CN(C(=O)c1ccc(S(=O)(=O)NC2CCCC2)cc1)C1CCCCC1,4,0.0,-1,-2,21,0,0.7,-6,1
CC1=C(C(=O)N2CCOCC2)C(c2ccsc2)C2=C(CCCC2=O)N1 (stereo not given),0,0.0,0,7,-4,0,-0.4,8,-4
COc1ccc(N/N=C(\C=N\O)C(=O)c2ccc(OC)cc2)cc1,-3,0.0,47*,8,16,1,-2.7,5,57*
COc1cc(/C(C)=N/NC(=O)CSc2nncn2C)ccc1OCc1ccccc1Cl,2,0.2,1,1,2,1,-1.2,-3,1
N#CC1(c2ccccc2)CCN(S(=O)(=O)c2ccc(OC(F)(F)F)cc2)CC1,4,0.1,-2,0,6,0,-3.0,-3,-8
c1ccc(Cn2c(-c3ccccc3)c[n+]3c2SCCC3)cc1,4,0.0,4,0,-5,0,2.3,2,1
CCCc1ccc(OCCNC(C)=O)cc1,-2,-0.1,3,1,-2,0,0.7,0,4
Cc1c(C(=O)O)oc2c1/C(=N\O)CC(C)(C)C2,-3,0.2,2,2,15,0,-0.3,3,5
C=CCn1c(SCc2csc(-c3ccc(C)cc3)n2)nnc1-c1ccccc1OC,0,-0.1,1,-8,9,2,-1.3,-31,9
O=S1(=O)CC=C(CSc2nc3ccccc3[nH]2)C1,4,-0.2,4,-1,12,1,-3.1,2,0
COc1ccc2oc(C(=O)N3CCN(C(=O)c4ccco4)CC3)c(C)c2c1,4,0.0,4,-2,3,1,0.5,-5,0
O=C(NCc1ccc2c(c1)OCO2)C1CCN(c2ccc(S(=O)(=O)N3CCCC3)cc2)CC1,1,0.6,-7,-11,-7,0,-0.1,-10,6
COc1ccc(NC(=O)CSc2nnc3c4c(nc(-c5ccccc5)n23)CC(C)(C)OC4)cc1,4,-0.3,-7,2,10,2,0.6,-8,1
COc1ccc(CNC(=O)c2ccc3ccccc3n2)cc1,8,-0.1,-7,-1,6,0,0.5,-4,-4
CC(=O)c1ccc(OCCOc2ccc(C#N)cc2)cc1,2,-0.1,-1,2,2,0,-1.9,5,-1
Cc1onc(-c2ccccc2)c1C(=O)Nc1ccc(NC(=O)c2c(-c3ccccc3)noc2C)cc1,4,0.1,-4,3,-1,0,-0.6,-5,-5
COc1ccc(-c2oc3ccccc3c2C(=O)OCc2ccc(O)cc2)cc1,4,-0.2,-3,8,15,2,4.5,11,-15
Cc1ccccc1CSc1nncn1N,3,-0.2,-2,-2,-11,1,-0.8,-3,-2
CCOC(=O)c1sc(=NC(=O)c2cccc(Br)c2)n(C)c1C,1,0.2,5,3,-3,1,1.1,4,-2
CCC(C)Sc1nnc(NS(=O)(=O)Cc2ccccc2)s1 (stereo not given),6,0.0,3,5,17,1,-1.2,-7,-9
O=C(NCc1ccco1)/C(=C\c1cccs1)NC(=O)c1ccccc1,1,-0.3,3,3,-4,0,-2.0,1,3
Cc1cc(OCCCCOc2ccc(C#N)cc2)ccc1[N+](=O)[O-],5,0.0,0,8,1,0,0.9,7,-1

Next part:
mol,GLD-1 RNA inh,Efflux pump inh,Fam108B inh,Bcl-xL primary,VLA-4 inh,GRK2 inh,MEX-5 binding,MCL1 BIM primary,PME-1 inh
CCOc1cccc(C=NNc2ccc(S(=O)(=O)Nc3ccccc3C(=O)O)cc2[N+](=O)[O-])c1O,3,-0.1,.,.,10,1,.,.,.
Cc1onc(-c2ccccc2)c1C(=O)NCc1cccnc1,-2,0.1,-3,3,0,0,-0.9,-5,0
Nc1ncnc2c1cnn2-c1ccccc1,-3,-0.1,4,3,6,2,0.1,1,3
Cc1ccc(CNC(=O)NC2CCCCC2)cc1,-2,-0.1,3,3,23,0,0.6,6,5
CCC(C)[C@H](N)c1nnc(SCC(=O)Nc2cccc(Cl)c2)o1 (stereo not given in full),-2,0.1,6,0,7,0,2.1,-3,2
CCCC[C@H]1COCCS(=O)(=O)N1Cc1ccccc1F,-2,-0.1,11,3,-3,0,2.1,6,0
Cc1ccc(/C=C2\SC(=S)N(CCCC(=O)NC3CCCC3)C2=O)cc1,0,0.0,-1,-11,9,2,-0.1,-7,3
COc1ccc2[nH]c3c(=O)n(CCCCC(=O)NCCN4CCCC4)c(=S)[nH]c3c2c1,8,0.2,2,6,-1,0,-1.6,2,-2
COc1cccc(NC(=O)C(OC(=O)c2cnc(C)cn2)c2ccccc2)c1 (stereo not given),1,-0.1,-4,-11,8,0,-4.3,-14,-3
CCS(=O)(=O)N1CCN(S(=O)(=O)c2ccc3ccccc3c2)CC1,1,0.1,-1,4,15,0,5.2,5,2
Cn1nnnc1SCc1ccc([N+](=O)[O-])cc1,5,-0.1,-1,8,26,0,0.3,9,5
Cc1ccc(S(=O)(=O)N(CC(=O)N/N=C/c2ccc(F)cc2)c2cccc3cccnc23)cc1,1,-0.1,-5,2,2,0,5.4,10,2
COCCn1c(SC(C)C(=O)NC2CC2)nnc1-c1cccc(C)c1 (stereo not given),-3,-0.1,-1,-6,-2,0,2.3,-3,2
COc1ccc(C(C)(C)C)cc1NC(=O)c1ccc2ncsc2c1,6,0.0,-2,-2,-5,11,0.7,-2,-1
Cc1sc2ncnc(N3CCC(C(=O)N(CC(C)C)c4nc5ccccc5s4)CC3)c2c1C,2,-0.1,-3,1,16,0,0.6,2,-2
Cc1ccc(NS(=O)(=O)c2ccc(C(=O)NCc3ccccn3)cc2)cc1,0,-0.3,-2,7,1,0,4.2,9,0
CCN(C[C@H]1N[C@@](Cc2ccccc2)(C(=O)OC)[C@H]2C(=O)N(C)C(=O)[C@@H]12)C(=O)Nc1ccc(Cl)cc1,8,0.3,.,.,22,1,.,.,.
Cc1ccc(S(=O)(=O)NC(=NCc2ccccc2)c2ccc(F)cc2)cc1,-3,0.0,0,-2,11,0,-1.0,-1,2
O=C(COc1ccccc1Cl)NNC(=O)c1ccc2c(=O)n3c(nc2c1)CCC3,3,0.3,.,6,9,0,.,15,-3
Cn1c(=O)oc2cc(S(=O)(=O)Nc3ccc4c(c3)OCCO4)ccc21,-1,-0.1,-3,2,8,0,1.8,0,6
O=C(Nc1ccccc1C(=O)O)c1ccc(Br)c(S(=O)(=O)NCc2ccccc2)c1,-5,1.0,-4,3,-9,0,-3.0,7,-11
